Source: PubChem (National Center for Advancing Translational Sciences (NCATS))
CCT chaperon mod = cytosolic chaperonin activity modulation | purified chaperonin ATPase assay, HTRF ADP detection, 30 min | activity change, % (concentration not given with the values), hits read low | 360,000 compounds, 0.3% hits | AID 651819; in the data active means activity change below about -30%; further: on the % scale 0 is the no-effect control and ±100 the full control effect
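Nucleotide hydrolysis assay: TRiC at 20–40 nM final (set by batch activity) with 10 uM ATP, 30 min at 37 °C, in presence of 76 uM compound. Detection by competitive ADP HTRF, 30 min ambient.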
D3 antag = blocks the human D3 dopamine receptor; P35462; D3R cells, DiscoveRx beta-arrestin luminescence, antagonist mode; stronger effect = lower value; max response, negative = inhibition, %; 360,000 compounds, 2.5% hits; AID 652054; in the data active means max response below about -50%; inconclusive means no clear call, values can overlap the other calls; further: on the % scale 0 is the no-effect control and ±100 the full control effect; mostly tested at two doses, the higher about 12 µM
Target sequence (P35462 whole entry, looked up): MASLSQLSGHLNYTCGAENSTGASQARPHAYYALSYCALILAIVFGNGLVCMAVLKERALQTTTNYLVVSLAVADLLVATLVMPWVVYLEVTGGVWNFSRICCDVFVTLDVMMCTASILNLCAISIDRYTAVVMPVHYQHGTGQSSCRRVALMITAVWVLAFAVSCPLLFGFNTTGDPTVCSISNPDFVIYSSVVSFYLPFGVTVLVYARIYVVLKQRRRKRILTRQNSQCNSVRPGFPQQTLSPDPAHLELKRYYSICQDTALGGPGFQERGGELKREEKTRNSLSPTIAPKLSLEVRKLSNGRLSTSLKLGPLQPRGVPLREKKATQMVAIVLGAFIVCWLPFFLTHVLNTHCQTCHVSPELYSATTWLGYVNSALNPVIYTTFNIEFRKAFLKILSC
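Cells expressing the human receptor were seeded at 1500 cells/well, incubated overnight at 37 degrees C in 5% CO2, then exposed to library compounds with dopamine controls for 90 minutes at 37 degrees C before luminescent detection.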
PTHR1 agonist = PTHR1 (human) receptor agonism. Q03431. HEK293 GP2 PTHR1 cells, GloSensor cAMP luminescence, 1 h. Potency, µM (doses to about 115 µM), for the others: at the top dose activation, hits mostly activators. 410,000 compounds, 0.075% hits; further: potency means the concentration at half of the fitted maximal effect; nearly all actives have a fitted effect of over 55% in size; some results filed as inactive show a strong effect at the top dose; inactives centre near -15; many of its hits are not listed in these tables
Target sequence (Q03431 whole entry, looked up): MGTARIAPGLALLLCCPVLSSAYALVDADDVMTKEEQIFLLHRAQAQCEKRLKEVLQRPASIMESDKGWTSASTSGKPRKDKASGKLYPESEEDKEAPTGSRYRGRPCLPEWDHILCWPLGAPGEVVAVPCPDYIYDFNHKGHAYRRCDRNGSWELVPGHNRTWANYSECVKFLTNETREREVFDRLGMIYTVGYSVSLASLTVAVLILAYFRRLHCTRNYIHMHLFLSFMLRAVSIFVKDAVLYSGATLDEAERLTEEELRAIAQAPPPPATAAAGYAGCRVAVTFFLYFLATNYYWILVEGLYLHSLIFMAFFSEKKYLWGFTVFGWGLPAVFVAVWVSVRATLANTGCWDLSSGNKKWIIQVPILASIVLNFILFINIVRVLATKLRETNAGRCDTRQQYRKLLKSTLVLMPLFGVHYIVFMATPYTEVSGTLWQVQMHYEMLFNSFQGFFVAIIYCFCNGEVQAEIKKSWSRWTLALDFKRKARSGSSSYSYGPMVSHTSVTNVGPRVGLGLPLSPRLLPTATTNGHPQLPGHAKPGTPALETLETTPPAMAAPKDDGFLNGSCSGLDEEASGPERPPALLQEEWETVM
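HEK-293-derived GP2 cells expressing PTHR1 and a GloSensor cAMP reporter, 3,000/well, plated overnight, given luciferin plus IBMX (each 0.5 mM as added) for 1 h at 37 °C, then compound for 1 h at 37 °C. Luminescence was read after 15 min at room temperature.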
Mm-Cpn inhibitor = inhibitors of Methanococcus maripaludis chaperonin (MmCpn); Potency, µM (doses to about 76.9 µM), inactives show at the highest dose activity, negative = inhibition, hits mostly inhibitors; purified Mm-Cpn ATPase, ADP Transcreener TR-FRET; AID 504842; 330,000 compounds, 0.031% hits; further: potency means the concentration at half of the fitted maximal effect; on the % scale 0 is the no-effect control and ±100 the full control effect; nearly all actives have a fitted effect of over 80% in size
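Purified archaeal Mm-CPN (25nM final) preincubated 10 min at 37degC with compound, then 10uM ATP for 30 min at 37degC; ADP measured by HTRF Transcreener TR-FRET; buffer 30 mM TRIS pH 7.4, 100mM KCl, 5mM MgCl2, 1mM DTT.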
EPAC2 antag = blocks human EPAC2 exchange factor | EPAC2 GEF exchange of Rap1B-BODIPY-GDP, fluorescence | Potency, µM (top dose mostly 114 µM), without a hit: at the highest dose activity, negative = inhibition, usual class: inhibitors | 360,000 compounds, 0.18% hits; further: potency means the concentration at half of the fitted maximal effect; on the % scale 0 is the no-effect control and ±100 the full control effect; nearly all actives have a fitted effect of over 45% in size; many of its hits are not listed in these tables
EPAC2 agonist = EPAC2 (human) agonism; Potency, µM (doses to about 154 µM), for the others: at the highest dose activation, most hits filed as activators; Q8WZA2; 360,000 compounds, 0.079% hits; EPAC2 activation, biochemical qHTS; response scale: 100% = 6.5 mM cAMP response; further: potency means the concentration at half of the fitted maximal effect; nearly all actives have a fitted effect of over 50% in size
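In this primary screen, activation is scored as increased exchange of BODIPY-GDP from Rap1B by 100 nM EPAC2, with 50 uM GDP as competitor. Signal is normalized to the 6.5 mM cAMP agonist control.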
D3 ag = agonists of human D3 dopamine receptor | P35462 | D3R DiscoveRx beta-arrestin cells, luminescence, 90 min | max activation, % | 410,000 compounds, 0.58% hits; in the data active means max activation above about 30%; further: 0% is about no effect; mostly tested at two doses, the higher about 12 µM
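Agonist-mode cell screen: cells plated at 1500/well and incubated overnight at 37 °C, then exposed to library compounds for 90 min at 37 °C. Detection reagent was added for 30–60 min at room temperature, and luminescence was read.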
Akt phos inh = Akt phosphorylation inhibition; Neuro2A IGF-stimulated pAkt S473 HTRF, 20 min; stronger effect = lower value; activity change, % for hits at 50 µM; 360,000 compounds, 0.32% hits; AID 651550; in the data active means activity change below about -80%; inconclusive means mostly about -51% to -80%; further: on the % scale 0 is the no-effect control and ±100 the full control effect
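Single-point screen (50 µM final compound) in Neuro2A cells stimulated 20 min with 6 nM IGF at 37 deg C. After lysis, Ser473-phosphorylated Akt read by HTRF (ex 330 nm, em 615/665 nm) as the 665/615 ratio.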
An asterisk follows results filed as active; i = inactive; ? = inconclusive; / = not tested or not shown; & = joins results of further samples; [ ] = remark or other dose. Unless noted, the call rests on the fitted dose curve; in most records, active means well fitted curve in the direction sought with a large enough effect; inconclusive means small, poorly fitted or top-dose-only effect, or another doubt; inactive means no such curve, though single readings can be large; an effect the other way counts as inactive or inconclusive.

Results follow in this order: EPAC2 antag, D3 ag, PTHR1 agonist, EPAC2 agonist, CCT chaperon mod, Mm-Cpn inhibitor, Akt phos inh, D3 antag
O=C1C=C(/C=C/c2ccccc2)C[C@@H](c2ccc(F)cc2)C1
    -21%, -2, -16%, 6%, 1.5, 0%, i, 4
Cc1ccc(N(C(=O)CNC(=O)c2ccco2)C(C(=O)NC2CCCC2)c2cccnc2)c(C)c1 (stereo not drawn)
    3%, 0, -2%, 1%, -1.0, 0%, i, 5
NC(CCc1ccccc1)c1csc(NC(=O)Nc2cccc(Cl)c2)n1 (stereo not drawn)
    -4%, 9, i, 7%, -1.5, /, i, 11
CCCCC(=O)Oc1c(S(=O)(=O)c2ccc(C)cc2)c(C)nn1C(C)(C)C
    -20%, -11, -69%[inhibitor], 3%, 0.3, 1%, i, 1
CSc1nc(N2CCN(c3ccccc3)CC2)cc(N2CCN(c3ccccc3)CC2)n1
    -5%, 6, i, 18%, -4.6, 0%, i, 8
Cc1cc(=O)oc2cc(OCC(=O)NCCCN3CCCC3=O)ccc12
    -5%, -3, i, -4%, 0.2, 2%, i, 33
CCS(=O)(=O)Nc1ccc(C2=NN(S(=O)(=O)CC)C(c3cccs3)C2)cc1 (stereo not drawn)
    5%, 5, -4%, 5%, -2.7, -2%, i, 1
COc1ccc(C2=CC(=O)C[C@H](c3ccc(OC)cc3)C2)cc1
    -7%, -12, -29%, -2%, -1.1, -2%, i, ?
O=C(O)CNS(=O)(=O)c1ccc(C2CCCCC2)cc1
    -3%, 0, i, 4%, -0.3, 1%, i, -17
Cc1ccsc1/C=N/n1c(-c2ccco2)n[nH]c1=S
    6%, -4, i, 4%, -1.7, 1%, i, -59*
Cc1cccc(-c2nc3c(c(SCC(=O)N4CCOCC4)n2)Cc2c(CO)cnc(C)c2O3)c1
    -13%, 0, i, -4%, 1.7, -1%, i, 55
CCn1c(SCC(=O)Nc2ccccc2)nc2nc3c(cc2c1=O)COC(C)(C)C3
    -14%, 5, -24%, 1%, -0.8, 2%, i, -2
COc1ccc([C@H]2CC(=O)C=C(/C=C/c3ccc(C(F)(F)F)cc3)C2)cc1
    3%, 1, i, 9%, -2.5, 1%, i, ?
CC(C)(C)c1nnc(NS(=O)(=O)c2ccc([N+](=O)[O-])cc2)s1
    -4%, 4, -24%, 0%, 0.4, 1%, i, -17
COc1ccc(CCn2c(C)cc(C(=O)CCl)c2C)cc1OC
    -22%, -6, -26%, 11%, -0.2, 0%, i, -15
CN(C(=O)c1ccc(NC(=O)Cc2cccc(NC(=O)C3CCCN(S(=O)(=O)c4cccc([N+](=O)[O-])c4)C3)c2)cc1)C1CC1 (stereo not drawn)
    12%, 0, -4%, 9%, -1.6, /, i, 2
CC1=C(C(=O)OCc2ccccc2)C(c2ccc(C#N)cc2)NC(=O)N1CCCC(=O)O (stereo not drawn)
    4%, 4, -35%, -5%, -0.4, -5%, i, -12
C=CCc1cccc(/C=C/c2cc(=O)c3ccccc3[nH]2)c1O
    -12%, -7, -66%, 9%, 0.0, -3%, i, -11
C[C@H](NC(=O)N1CCn2c1nc1ccccc12)C(=O)NCc1ccc2c(c1)OCO2
    -1%, 3, i, 7%, -4.1, -2%, i, 3
CCc1ccc(CNC(=O)C2CCN(c3nnc(C)c4c(C)n(-c5ccc(C)cc5)nc34)CC2)cc1
    -13%, -15&-16, 24%&-9%, 0%, -3.0, -12%, i, 0
Cc1ccsc1C(=O)NNC(=O)C1CCCCC1C(=O)O (stereo not drawn)
    -10%, 1, i, -3%, 0.4, -1%, i, -12
COc1ccccc1C(=O)NC(CCSC)C(=O)OCC(=O)N1CCCC1=O (stereo not drawn)
    18%, -3, i, 3%, -4.5, -1%, i, -22
Cc1cccc2nc(CSc3nncn3-c3ccccc3)cn12
    11%, -3, i, 6%, 1.1, -1%, i, -4
O=c1cc(O)c2c(=O)n(-c3ccccc3)c3ccccc3c2o1
    8%, 1, i, -7%, 0.6, -14%, i, -2
Cc1cccc(NC(=O)CSCC(=O)N2CCCc3ccccc32)c1
    0%, -3, -1%, 1%, -0.5, 0%, i, 14
Cc1ccc(C)c(N(CC(=O)NCc2ccco2)C(=O)CNS(=O)(=O)c2ccc(F)cc2)c1
    -11%, 0, 0%, 6%, -2.2, 0%, i, 5
Cc1ccc(C(=O)NCCC(=O)NCc2cc(=O)n(C)c(=O)n2C)cc1
    4%, -2, ?, 9%, -2.2, -4%, i, -20
CC(=O)N(C)c1cc([N+](=O)[O-])ccc1OCc1ccccc1
    3%, 4, i, 0%, -3.4, /, i, 3
O=C(COC(=O)c1ccc(O)cc1O)NC(=O)Cc1ccccc1
    -10%, -2, i, -9%, -4.2, /, i, 0
Cc1ccc(C(c2nnnn2C(C)(C)C)N(Cc2ccco2)Cc2cccs2)cc1 (stereo not drawn)
    -9%, -6, -19%[57.5 µM], -17%, -0.6, -1%, i, -19
O=C1NC(NS(=O)(=O)c2ccccc2)(C(F)(F)F)C(=O)N1Cc1cccnc1 (stereo not drawn)
    -2%, -6, -21%, 3%, -0.9, 0%, i, -10
CC(=O)N/N=C(\C)c1ccc(Br)cc1Br
    -11%, -4, -19%, 5%, 1.0, 0%, i, 8
CCCCCC(=O)N1CCN(CCN=CC2=C(O)CC(c3ccco3)CC2=O)CC1 (stereo not drawn)
    -7%, -6, -13%[57.5 µM], 0%, -3.8, 1%, i, -12
Cc1ccc(Cl)cc1N1CCN(Cc2cc(=O)n3ccsc3n2)CC1
    -20%, -14, -22%, 17%, -3.2, 2%, i, -24
Cc1ccc2c(c1)c1c(n2CCc2ccc(C)nc2)CCN(C)C1
    13%, /, 0%, 2%, /, -1%, /, /
CCn1c(C)nc2cc(C(N)=O)ccc21
    -9%, 1, -19%, 0%, -3.1, -1%, i, 8
Cc1cccc2nc(CSc3ccccc3C(=O)O)cn12
    1%, 0, -4%, -3%, 1.4, 1%, i, -2
CC1(C)Cc2ccccc2C2=NNC(=O)C2=N1
    -17%, -15, i, 7%, -0.4, 0%, i, -29
Cn1cc(Br)c(C(=O)NC(=S)Nc2ccc(S(N)(=O)=O)cc2)n1
    11%, 6, -4%, -1%, -1.1, 0%, i, -29
CCOC(=O)c1c(-c2ccc(C)o2)csc1NC(=S)NC(=O)c1cccs1
    -4%, -14, i, 14%, -1.7, -8%, i, -7

Sorted by molecular weight (ascending): some entries from above.
Results follow in this order: EPAC2 antag, D3 ag, PTHR1 agonist, EPAC2 agonist, CCT chaperon mod, Mm-Cpn inhibitor, Akt phos inh, D3 antag
CCn1c(C)nc2cc(C(N)=O)ccc21
    -9%, 1, -19%, 0%, -3.1, -1%, i, 8
CC1(C)Cc2ccccc2C2=NNC(=O)C2=N1
    -17%, -15, i, 7%, -0.4, 0%, i, -29
Cc1cccc2nc(CSc3ccccc3C(=O)O)cn12
    1%, 0, -4%, -3%, 1.4, 1%, i, -2
CC(=O)N(C)c1cc([N+](=O)[O-])ccc1OCc1ccccc1
    3%, 4, i, 0%, -3.4, /, i, 3
Cc1ccsc1C(=O)NNC(=O)C1CCCCC1C(=O)O (stereo not drawn)
    -10%, 1, i, -3%, 0.4, -1%, i, -12
Cc1cccc2nc(CSc3nncn3-c3ccccc3)cn12
    11%, -3, i, 6%, 1.1, -1%, i, -4
Cc1cccc(NC(=O)CSCC(=O)N2CCCc3ccccc32)c1
    0%, -3, -1%, 1%, -0.5, 0%, i, 14
Cc1ccc(C(=O)NCCC(=O)NCc2cc(=O)n(C)c(=O)n2C)cc1
    4%, -2, ?, 9%, -2.2, -4%, i, -20
Cc1ccc(Cl)cc1N1CCN(Cc2cc(=O)n3ccsc3n2)CC1
    -20%, -14, -22%, 17%, -3.2, 2%, i, -24
O=C1NC(NS(=O)(=O)c2ccccc2)(C(F)(F)F)C(=O)N1Cc1cccnc1 (stereo not drawn)
    -2%, -6, -21%, 3%, -0.9, 0%, i, -10
CCCCCC(=O)N1CCN(CCN=CC2=C(O)CC(c3ccco3)CC2=O)CC1 (stereo not drawn)
    -7%, -6, -13%[57.5 µM], 0%, -3.8, 1%, i, -12
Cn1cc(Br)c(C(=O)NC(=S)Nc2ccc(S(N)(=O)=O)cc2)n1
    11%, 6, -4%, -1%, -1.1, 0%, i, -29
CCOC(=O)c1c(-c2ccc(C)o2)csc1NC(=S)NC(=O)c1cccs1
    -4%, -14, i, 14%, -1.7, -8%, i, -7
Cc1ccc(C)c(N(CC(=O)NCc2ccco2)C(=O)CNS(=O)(=O)c2ccc(F)cc2)c1
    -11%, 0, 0%, 6%, -2.2, 0%, i, 5

Next part:
Results follow in this order: EPAC2 antag, D3 ag, PTHR1 agonist, EPAC2 agonist, CCT chaperon mod, Mm-Cpn inhibitor, Akt phos inh, D3 antag
Cc1csc(Nc2ccccc2)[n+]1C
    -6%, 3, -2%, 1%, -0.3, -1%, i, 3
NC(=O)CC(NC(=O)Cc1ccc(Br)cc1)c1ccc(NC2CCN(Cc3ccccc3)CC2)c([N+](=O)[O-])c1 (stereo not drawn)
    23%, -17, i, -35%[inhibitor], 1.0, 1%, i, -16
CCN(CC)CCN1C(=O)c2ccccc2NC1c1ccccc1F (stereo not drawn)
    -1%, -10, i, 8%, -4.3, -3%, i, -7
CCOc1ccc2[nH]c(=O)c(CN(CCN3CCCC3)C(=S)Nc3ccccc3OCC)cc2c1
    2%, -15, -4%, 0%, -4.6, -12%, i, -2
Cc1ccc(NC(=S)NNC(=S)Nc2ccc(C)cc2C)cc1
    4%, -14, -23%, -3%, 1.2, 4%, i, -11
Cc1noc(C)c1NC(=O)Nc1cccc2c1O[C@H](CN(C)S(=O)(=O)c1cccs1)[C@@H](C)CN([C@H](C)CO)C2=O
    5%, 5, i, -3%, -0.1, 2%, i, 15
CCC(C(=O)OCCOCCN(CC)CC)c1ccccc1 (stereo not drawn)
    -8%, -10&-8, i, 8%, -2.8, 0%, i, -1

Taken from above.
Result of CCC(C(=O)OCCOCCN(CC)CC)c1ccccc1 (stereo not drawn) under D3 antag: -1
Result of NC(=O)CC(NC(=O)Cc1ccc(Br)cc1)c1ccc(NC2CCN(Cc3ccccc3)CC2)c([N+](=O)[O-])c1 (stereo not drawn) under D3 antag: -16

Not all compounds are listed, so the mix of outcomes need not match the whole.
